Kir21 block = Kir2.1 (mouse) channel inhibition; 0.85% of 310,000 active; B-score at 10 µM; AID 1672; HEK293-Kir2.1, FluxOR thallium flux fluorescence; stronger effect = lower value;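 active = fluorescence ratio B-score at or below minus 3 SD of library scores, with starting-brightness B-score within 2 SD, cut at about -4.2 in these data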;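 note: channel flux triggered by added potassium and thallium sulfate stimulus; B-score of peak minus minimum fluorescence over baseline after thallium stimulus; more negative B-score means stronger Kir2.1 block with less thallium influx; some compounds called inactive have numbers as strong as hits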
Target sequence (P35561 whole entry, looked up): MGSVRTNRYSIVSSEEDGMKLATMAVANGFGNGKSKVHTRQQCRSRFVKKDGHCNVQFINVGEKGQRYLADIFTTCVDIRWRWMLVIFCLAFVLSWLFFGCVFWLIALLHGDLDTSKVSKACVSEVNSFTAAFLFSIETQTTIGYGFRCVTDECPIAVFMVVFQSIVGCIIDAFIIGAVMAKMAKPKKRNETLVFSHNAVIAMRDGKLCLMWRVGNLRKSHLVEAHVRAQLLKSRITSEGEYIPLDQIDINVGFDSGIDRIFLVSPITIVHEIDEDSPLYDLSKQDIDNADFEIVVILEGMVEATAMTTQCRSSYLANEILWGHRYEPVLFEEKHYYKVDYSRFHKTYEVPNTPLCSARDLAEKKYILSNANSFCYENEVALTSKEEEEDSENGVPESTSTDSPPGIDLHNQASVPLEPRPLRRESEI
CHT block = inhibits the human high affinity choline transporter | CHT-expressing cells, membrane potential dye, choline response; stronger effect = lower value | B-score at 10 µM | 0.86% of 310,000 active;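 active = B-score over 3 SD under the library average, and starting fluorescence ratio not unusually high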;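 note: choline stimulus applied at its EC90 after an EC20 pre-addition; B-score computed on integrated fluorescence ratio after choline addition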
Target sequence (Q9GZV3 whole entry, looked up): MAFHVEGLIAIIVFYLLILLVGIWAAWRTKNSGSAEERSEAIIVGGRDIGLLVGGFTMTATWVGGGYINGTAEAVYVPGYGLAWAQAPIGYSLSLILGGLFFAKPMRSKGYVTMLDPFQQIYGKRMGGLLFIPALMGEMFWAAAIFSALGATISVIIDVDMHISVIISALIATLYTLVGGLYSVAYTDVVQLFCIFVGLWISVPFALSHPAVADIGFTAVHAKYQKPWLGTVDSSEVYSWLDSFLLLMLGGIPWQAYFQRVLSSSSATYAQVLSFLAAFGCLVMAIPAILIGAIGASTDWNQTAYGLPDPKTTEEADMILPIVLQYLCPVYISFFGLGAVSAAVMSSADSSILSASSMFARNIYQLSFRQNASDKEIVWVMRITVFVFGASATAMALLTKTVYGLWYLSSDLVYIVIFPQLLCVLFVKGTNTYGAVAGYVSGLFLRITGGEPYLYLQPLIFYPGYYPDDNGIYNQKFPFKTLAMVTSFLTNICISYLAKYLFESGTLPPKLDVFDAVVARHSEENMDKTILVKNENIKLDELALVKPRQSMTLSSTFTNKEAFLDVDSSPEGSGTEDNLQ
* marks the source's active call; other numbers are inactive results; i = inactive; / = no result given.

Values in the order: Kir21 block	CHT block
O=C(CSc1nc(-c2ccc(Cl)cc2)cs1)Nc1cccc([N+](=O)[O-])c1
  -0.2	i
CCN1C(=O)[C@H]2[C@@H](c3ccc(Cl)cc3)N3C(=O)CN(Cc4ccccc4)C(=O)[C@@]3(C)[C@H]2C1=O
  0	i
CC(C)NC(=O)c1nc2c(nnn2Cc2cccc(Cl)c2)c(=O)[nH]1
  -0.05	i
Cc1cc(C)c(N=C2SCC(=O)N2Cc2ccco2)c(C)c1
  -2.9	i
CCOC(=O)N1CCN(C(=S)Nc2ccc(C)cc2C)CC1
  -0.5	i
CC[C@@H](C)C(NC(=O)OC(C)(C)C)c1cn([C@@H](Cc2ccc(O)cc2)C(=O)N2CCN(C(=O)OC(C)(C)C)CC2)nn1 (stereo not given in full)
  1.5	i
Cc1ccc(C(=O)CC(c2cccs2)S(=O)(=O)c2ccc(C)cc2)cc1 (stereo not given)
  -0.01	i
Cc1nc2scc(C)n2c(=O)c1S(=O)(=O)N1CCN(c2ccc([N+](=O)[O-])cc2)CC1
  1.9	i
S=C(NCCCCc1ccccc1)NCc1ccccc1
  -1.8	i
O=C(NCCCn1ccnc1)Nc1ccc(Cl)cc1Cl
  0.24	i
Cc1cccc(C(=O)NCCc2csc(C)n2)c1
  0	i
COc1ccc(S(=O)(=O)N[C@@H](CC(C)C)C(=O)O)cc1
  -0.55	i
COC(=O)N/N=C/c1ccccc1
  0.6	i
COc1cc(OC)cc(C(=O)NCC(C)NC(=O)c2cc(OC)cc(OC)c2)c1 (stereo not given)
  0.2	i
CCC(C(=O)OCC(=O)Nc1c(Cl)cccc1Cl)c1ccccc1 (stereo not given)
  -6.9*	i
CN(C)S(=O)(=O)c1cccc(NC(=O)c2ccc(OC(F)(F)F)cc2)c1
  -2.5	i
Cc1ccc(C)c(C(C)NC(=O)CC#N)c1 (stereo not given)
  0.19	i
O=C(NN=C(Cc1ccccc1)Cc1ccccc1)c1ccccc1O
  -0.88	i
COc1ccc(NC(=O)COC(=O)/C=C/c2cnc3ccccc3n2)cc1
  0.59	i
COc1cc(NC(=O)C(=O)N2CCN(C)CC2)c(OC)cc1Cl
  0.85	i
CCCC(NCC(O)COc1ccc(-c2ccccc2)cc1)c1ccccc1 (stereo not given)
  -0.1	i
CCOc1cc(C)nc(Oc2ccc(=O)[nH]n2)n1
  0.14	i
CC(C)NC(=O)c1cc2ccccc2o1
  0.11	i
O=C(NCCSCc1ccco1)c1ccc(CN2CCOCC2)cc1
  0.5	i
Cc1ccc(Cn2c(/C=C/c3ccco3)nc3ccccc32)cc1
  -2.2	i
Cc1cc(C)cc(NC(=S)/C(=C(\[O-])c2ccc(Cl)cc2Cl)[n+]2ccccc2)c1
  -0.62	i
CC(NC(=O)Nc1ccccc1)C(c1cccs1)N1CCN(c2ccccc2)CC1 (stereo not given)
  /	i
COc1ccc(N2CCN(Cc3cc(OC)c(O)c([N+](=O)[O-])c3)CC2)cc1
  -0.52	i
O=C(COC(=O)[C@H](Cc1ccccc1)N1C(=O)c2ccccc2C1=O)Nc1ccc2c(c1)OCO2
  0.03	i
CCOc1ccc(S(=O)(=O)N2CCCC(C(=O)NCC3CCCO3)C2)cc1Cl (stereo not given)
  0.13	i
COc1ccc(CN(C(=O)c2cccc(OC)c2)C2CCS(=O)(=O)C2)cc1 (stereo not given)
  0.05	i
CN1/C(=C\C(=S)NC(=O)c2ccccc2Cl)C(C)(C)c2ccccc21
  0.06	i
O=[N+]([O-])c1ccc2nnn(O)c2c1
  -0.24	i
CCOc1ccc(OC(=O)c2cccnc2)cc1
  -2.2	i
CCN(CC(=O)Nc1ccc(C(C)=O)cc1)CC(=O)Nc1ccccc1C(F)(F)F
  0.17	i
O=S(=O)(Cc1noc(-c2ccc(Cl)cc2)n1)Cc1ccco1
  3.6	i
O=C(CNC(=O)N1CC(=O)Nc2ccccc21)Nc1ccccc1
  0.02	i
CCc1noc(C)c1C(=O)Nc1cccc2ncccc12
  0.13	i
Cc1cccc(OCCCC(=O)Nc2ccccc2C(F)(F)F)c1
  -0.59	i
C[C@@H]1CN(Cc2nc(-c3cccs3)no2)C[C@H](C)O1
  -0.04	i
Cc1cc(C)cc(OCCNC(=O)C(C)N2C(=O)c3ccccc3C2=O)c1 (stereo not given)
  -0.79	i
CC(=O)N1CCCc2cc(S(=O)(=O)N(CC(C)C)CC(C)C)ccc21
  -1.2	i
Cc1ccc(C(=O)N/C(=C\c2cccs2)C(=O)NCCCn2ccnc2)cc1C
  0.35	i
O=C(Nc1ccccc1F)Nc1ccccc1OC(F)F
  0.79	i
O=C(CC(c1ccccc1)c1ccccc1O)NCCc1ccccc1 (stereo not given)
  -1	i
CC(=O)NNC(=O)c1cc2sccc2s1
  -0.71	i
CCc1ccc(NC(=O)CSc2nnnn2-c2cccnc2)cc1
  -1.2	i
CCN=c1scc(C)n1/N=C/c1cc(Br)c(O)c(Br)c1
  0.88	i
O=C(Nc1ccc(S(=O)(=O)NCC2CCCO2)cc1)c1cccc(F)c1 (stereo not given)
  -0.42	i
CCOC(=O)c1sc(Nc2ccccc2)nc1C
  0.95	i
Cc1cc(N2CCN(S(=O)(=O)c3ccccc3)CC2)nc2c(C)cccc12
  -0.29	i
O=C(/C=C/c1ccc(Br)cc1)NCCCn1ccnc1
  0.85	i
COc1ccc(-n2nc(C(=O)NCC(=O)N3CCN(c4ccc(F)cc4)CC3)c3ccccc3c2=O)c(OC)c1
  0.01	i
C=C(C)CNC(=S)N/N=C/C1=CCC2CC1C2(C)C (stereo not given)
  -0.49	i
COc1ccccc1CNC(=O)CSCc1cnn(-c2ccccc2)c1-n1cccc1
  -5.8*	i
O=C(CC1C(=O)NCCN1Cc1c(F)cccc1Cl)NCCCn1ccnc1 (stereo not given)
  -2	i
Cc1ccc(C(=O)Nc2ncccc2S(=O)(=O)c2ccccc2)cc1
  -0.39	i
CCc1cccc(C)c1NS(=O)(=O)c1cccs1
  -1.4	i
COc1ccc(OC)c(NC(=O)CN(C)S(=O)(=O)c2ccc3nc(C)sc3c2)c1
  -1.6	i
Nc1ccc(N2CCOCC2)c(S(=O)(=O)Nc2cc(Cl)ccc2Cl)c1
  0.68	i

One compound at a time (already shown). Order of screens: Kir21 block, CHT block
Shown for O=C(Nc1ccccc1F)Nc1ccccc1OC(F)F : 0.79, i
Shown for CCc1ccc(NC(=O)CSc2nnnn2-c2cccnc2)cc1 : -1.2, i
Shown for O=C(CC(c1ccccc1)c1ccccc1O)NCCc1ccccc1 (stereo not given) : -1, i
Shown for COc1ccc(OC)c(NC(=O)CN(C)S(=O)(=O)c2ccc3nc(C)sc3c2)c1 : -1.6, i
Shown for Nc1ccc(N2CCOCC2)c(S(=O)(=O)Nc2cc(Cl)ccc2Cl)c1 : 0.68, i

Looked up above.
Result for CCN=c1scc(C)n1/N=C/c1cc(Br)c(O)c(Br)c1 in Kir21 block: 0.88
Result for CC(=O)NNC(=O)c1cc2sccc2s1 in Kir21 block: -0.71

Next part
Values in the order: Kir21 block	CHT block
CCn1c(SCC(=O)Nc2ccc(C)cc2)nnc1-c1ccc(O)cc1
  2.9	i
CC(C)CNc1ncnc2c1cnn2Cc1ccc(Cl)cc1
  0.06	i
O=C(O)C(O)C(O)c1nc2ccccc2[nH]1 (stereo not given)
  0.02	i
COc1ncnc2c1NC1=C(S2)C(=NCCC(=O)O)CC(C)(C)C1
  -1.2	i
Cc1ccccc1NCCNc1ccccc1C
  -0.94	i
CCc1ccccc1Nc1nc(N)nc(COC(=O)CCS(=O)(=O)c2ccccc2)n1
  -2	i
O=C(NCCn1cc(SCc2ccc(F)cc2)c2ccccc21)c1c(F)cccc1F
  -0.45	i
CCN(CC(=O)Nc1ccccc1C(F)(F)F)C(=O)c1ccc(=O)n(Cc2ccccc2)n1
  -1.4	i
NNC(=O)c1nnn(-c2nonc2N)c1CN1CCc2ccccc2C1
  -1.3	i
CCN(CC)S(=O)(=O)c1ccc(N2CCOCC2)c(NC(=O)Cc2ccccc2)c1
  0.04	i
CC(=O)Nc1ccc(Nc2cc(-c3ccccc3)nc3ncnn23)cc1
  -0.11	i
CC(C)Cc1ccc(/C=C/C(=O)NC2CC2)cc1
  -0.33	i
C=CCNCCCOc1ccc(Cl)cc1C(C)(C)C
  -14*	i
CC(=O)NC(CC(=O)OCC(=O)c1c(N)n(C)c(=O)n(C)c1=O)c1ccccc1 (stereo not given)
  -0.75	i
O=C(C1CCCN(c2ncnc3c2nc2n3CCCCC2)C1)N1CCCCC1 (stereo not given)
  -3.1	i
COc1ccc(/C=C/C(=O)c2ccc(Cl)cc2)c(OC)c1
  -0.07	i
COc1ccccc1C(CCNS(=O)(=O)c1ccc(C)cc1)c1ccco1 (stereo not given)
  0.04	i
CC(C)(C)NC(=O)COC(=O)c1ccc2c(c1)C(=O)N(Cc1ccco1)C2=O
  0.02	i
O=Cc1ccc(OC(=O)/C=C/c2ccccc2)cc1
  0.54	i
COc1ccc(N2CCN(C(=O)[C@@H](NC(=O)c3ccccc3Cl)C(C)C)CC2)cc1
  0.88	i
Cc1cc(=O)oc2cc(OCc3ccc(C(=O)OCC(=O)NC4CCS(=O)(=O)C4)cc3)ccc12 (stereo not given)
  -1.8	i
O=C(Nc1ccccn1)c1ccc(CN(c2ccccc2)S(=O)(=O)c2ccccc2)cc1
  -1.1	i
Cc1ccc2oc(=O)c3cnn(CC(=O)N(CCN(C)C)Cc4ccco4)c3c2c1
  -0.74	i
CCn1nnc(NC(=O)COc2cc(C)ccc2C(C)C)n1
  0.09	i
Clc1ccc(-c2ccc(/C=N/Nc3nncc(-c4ccccc4)n3)o2)cc1
  -0.08	i
O=C(O)c1cc(Sc2ccc(Br)cc2)nc2ccccc12
  -1.8	/
COc1ccc(NC2CS(=O)(=O)CC2NCc2ccco2)cc1 (stereo not given)
  0.86	i
Cc1c(C(=O)c2ccccc2)c2ccccn2c1CCc1ccccn1
  -1.2	i
CCCCN1C(=O)Nc2ccccc2S1(=O)=O
  0.45	i
CNS(=O)(=O)c1cccc(C(=O)OCc2cc(=O)oc3c(C)c(O)ccc23)c1
  -0.31	-6.3*
O=C(NCC1CCCO1)c1onc(CSc2ccc(F)cc2)c1C(=O)O (stereo not given)
  -0.94	i
Cc1cc(=O)oc2cc(OCC(=O)NC(Cc3c[nH]c4ccc(O)cc34)C(=O)O)c(Cl)cc12 (stereo not given)
  -0.9	i
COc1ccc(C(C)=O)cc1COC(=O)c1ccc2ccccc2n1
  0.9	i
O=C(NC1CCOCC1)C1CCC(=O)N(Cc2ccc(Cl)cc2)C1 (stereo not given)
  1	i
O=C(NCCC1=CCCCC1)c1ccc([N+](=O)[O-])cc1
  -2.4	i
O=C(Nc1ccccc1CC[N+](=O)[O-])N1CCN(c2ccccc2)CC1
  0.02	i
Cc1cc(-c2cc(-c3ccc(Cl)cc3)on2)nc(NCC2CC2)n1
  -0.48	i
CCOC(=O)C(Cc1ccc(O)cc1)NC(=O)CCc1c[nH]c2ccccc12 (stereo not given)
  0.27	i
O=S(=O)(Nc1ccc(Cl)c(C(F)(F)F)c1)c1cnc[nH]1
  1.6	i
O=C(OC1CCOC1=O)c1ccc2ccccc2n1 (stereo not given)
  0.35	i

Shown with values ahead of the structure: part of the list above
Kir21 block,CHT block,Compound
0.45,i,CCCCN1C(=O)Nc2ccccc2S1(=O)=O
0.02,i,O=C(Nc1ccccc1CC[N+](=O)[O-])N1CCN(c2ccccc2)CC1

(next part)
Values in the order: Kir21 block	CHT block
O=S1(=O)CCN(Cc2cccc(Cl)c2)CC1
  /	i
COc1cc(-c2cc(C(=O)Nc3cccc(S(=O)(=O)N(C)C)c3)c3ccccc3n2)cc(OC)c1OC
  0.63	i
COc1ccc(N2CC(C(=O)N[C@H](C(=O)NC3CCCC3)C(C)C)CC2=O)cc1 (stereo not given in full)
  -0.76	i
CN(CC(=O)Nc1c(Cl)cccc1Cl)C(=O)c1ccc(-n2cncn2)c([N+](=O)[O-])c1
  -0.34	i
CON(C)S(=O)(=O)c1ccc2c(c1)N(Cc1ccc(C)cc1)C(=O)C1CCCN21 (stereo not given)
  3.1	i
Cc1ccc(S(=O)(=O)CCC(=O)OCC(=O)NCc2ccccc2)cc1
  0.1	i
CSc1ncc(CN2CCc3c([nH]c4ccccc34)C2c2cccc(C)n2)cn1 (stereo not given)
  1.3	i
CCCc1nnc(SCC(=O)N2CCOCC2)n1Cc1ccco1
  1.7	i
CC(=O)Nc1nonc1-n1nnc(C(=O)NCc2ccccc2)c1C
  -0.16	i
CCOc1ccc(CNC(=O)CCS(=O)(=O)Cc2ccccc2C)cc1OC
  -0.5	i
CCOc1ccccc1CN1CCN(C2CCN(c3ccccc3F)CC2)CC1CCO (stereo not given)
  0.02	i
Cc1ccc2c(c1)c(C)c(C)n2CC(O)Cn1nc(C)cc1C (stereo not given)
  -1.8	i
CC(=O)C1=NN(c2ccccc2)C(c2cccs2)N1c1ccccc1 (stereo not given)
  0.24	i
Cc1ccc(-c2nn(-c3ccccc3)cc2CSC(=N)N)cc1
  -5.8*	i
CC(C)(C)OC(=O)N1CCOCCOCCN(C(=O)OC(C)(C)C)CCOCC1
  0.73	i
O=C(O)c1ccc(Nc2cnc3ccccc3n2)cc1
  -1.2	i
CCOc1ccc(C2CC(=O)NC2=O)cc1 (stereo not given)
  0.56	i
C#CC(C)(C)NC(=S)NC1CC2C=CC1C2 (stereo not given)
  1.4	i
COc1ccnc2c1c(=O)n(Cc1ccccc1Cl)c(=O)n2C
  -0.34	i
CC(=O)c1c(C)[nH]c(C(=O)CSc2nnc(-c3cccs3)n2Cc2ccccc2)c1C
  -0.69	i
Oc1ccc(Br)cc1-c1nc2cnccn2c1NC1CCCC1
  -0.17	i
